LmPK inh – inhibitors of Leishmania mexicana pyruvate kinase; hit rate 0.37% among 290,000; Potency, µM (highest dose often 57.5 µM), for the others: top-dose activity change, negative = inhibition, most hits filed as inhibitors; Q27686; purified LmPK, Kinase-Glo ATP luminescence, 1 h; further: potency means the concentration at half of the fitted maximal effect
Target sequence (Q27686 whole entry, looked up): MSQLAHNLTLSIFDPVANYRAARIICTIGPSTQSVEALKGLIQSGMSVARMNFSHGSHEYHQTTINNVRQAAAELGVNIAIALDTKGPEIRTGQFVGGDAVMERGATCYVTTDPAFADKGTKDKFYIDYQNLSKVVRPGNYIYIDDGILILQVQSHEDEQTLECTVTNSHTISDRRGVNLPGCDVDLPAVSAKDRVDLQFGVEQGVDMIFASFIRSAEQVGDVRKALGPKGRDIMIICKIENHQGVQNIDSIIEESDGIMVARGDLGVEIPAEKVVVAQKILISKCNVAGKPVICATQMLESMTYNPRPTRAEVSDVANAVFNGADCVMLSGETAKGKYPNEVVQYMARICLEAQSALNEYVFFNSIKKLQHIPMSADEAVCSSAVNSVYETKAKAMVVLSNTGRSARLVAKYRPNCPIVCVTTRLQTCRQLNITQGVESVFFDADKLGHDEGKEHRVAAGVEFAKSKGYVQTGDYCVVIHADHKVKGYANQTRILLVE
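Pyruvate kinase activity monitored as ATP production (luciferase luminescence). Conditions: 0.1 nM enzyme, 0.5 mM PEP, 0.1 mM ADP, 1 h, RT; normalized against uninhibited and no-enzyme wells.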
AmpC no deterg – inhibitors of E. coli AmpC beta-lactamase without detergent. AmpC nitrocefin hydrolysis, absorbance 480 nm, 0.0001% Triton. AID 485341. P00811. hit rate 0.52% among 330,000. Potency, µM (series often up to 57.1 µM), for the others: at the top dose activity change, negative = inhibition, actives largely listed as inhibitors;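 further: potency means the concentration at half of the fitted maximal effect; plate controls were no compound for no effect and no enzyme for full effect; nearly all actives have a fitted effect of over 20% in size; some results filed as inactive show a strong effect at the top dose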
Target sequence (P00811 whole entry, looked up): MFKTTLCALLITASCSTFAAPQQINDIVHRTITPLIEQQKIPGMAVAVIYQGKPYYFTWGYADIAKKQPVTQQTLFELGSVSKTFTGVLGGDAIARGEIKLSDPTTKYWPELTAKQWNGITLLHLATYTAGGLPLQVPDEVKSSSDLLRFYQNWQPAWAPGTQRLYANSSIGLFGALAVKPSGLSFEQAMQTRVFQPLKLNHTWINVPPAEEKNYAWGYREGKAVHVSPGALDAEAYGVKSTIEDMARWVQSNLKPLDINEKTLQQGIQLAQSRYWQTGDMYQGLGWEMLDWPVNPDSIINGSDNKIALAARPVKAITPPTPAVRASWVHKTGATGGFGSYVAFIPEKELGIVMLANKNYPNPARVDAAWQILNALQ
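AmpC (5.3 nM in the dispensed reagent) in 20 mM phosphate pH 7.0 with 0.01% (detergent screen) or 0.0001% Triton X-100 was preincubated with compounds for 15 min at room temperature. Nitrocefin was then added from an 800 uM solution, and hydrolysis was followed at 480 nm.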
AMA1-RON2 inh – inhibitors of Plasmodium falciparum AMA1-RON2 interaction | AlphaScreen AMA1-biotinylated RON2 peptide binding | Potency, µM (top dose mostly 58.2 µM), inactives show at the top dose activity change, negative = inhibition, most hits filed as inhibitors | hit rate 0.2% among 360,000 | AID 720542;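 further: potency means the concentration at half of the fitted maximal effect; 0% = vehicle wells and -100% = peptide control; nearly all actives have a fitted effect of over 45% in size; some results filed as inactive show a strong effect at the top dose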
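AMA1 (3D7) with his tag at 25 nM final met compounds first, then biotinylated RON2 peptide at 25 nM; detection used donor plus acceptor beads, 10 µg/mL apiece, read by AlphaScreen after 30 min at room temperature.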
Sm TGR inh – S. mansoni TGR enzyme inhibition; AID 485364; Potency, µM (titrated, usually from 114 µM), for the others: at the highest dose activity change, negative = inhibition, actives largely listed as inhibitors; hit rate 3% among 360,000; purified TGR, DTNB reduction, TNB absorbance 405 nm; further: potency means the concentration at half of the fitted maximal effect; nearly all actives have a fitted effect of over 60% in size
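Kinetic colorimetric format: TGR-catalysed, NADPH-driven DTNB reduction monitored via TNB absorbance. Enzyme dispensed at 20 nM; compound exposure 15 min at room temperature before reaction start.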
AmpC detergent – AmpC beta-lactamase inhibition with detergent present. P00811. AmpC hydrolysis of nitrocefin, absorbance 480 nm, 0.01% Triton. Potency, µM (doses to about 114 µM), for inactives: top-dose activity change, negative = inhibition, actives largely listed as inhibitors. hit rate 0.041% among 370,000;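 further: potency means the concentration at half of the fitted maximal effect; 0% = no-compound wells and -100% = no-enzyme wells; nearly all actives have a fitted effect of over 25% in size; some results filed as inactive show a strong effect at the top dose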
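AmpC (5.3 nM in the dispensed reagent) in 20 mM phosphate pH 7.0 with 0.01% (detergent screen) or 0.0001% Triton X-100 was preincubated with compounds for 15 min at room temperature. Nitrocefin was then added from an 800 uM solution, and hydrolysis was followed at 480 nm.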
TbPYK inhibitor – blocks Trypanosoma brucei pyruvate kinase | Q57TT1 | TbPYK enzyme, Kinase-Glo Plus ATP luminescence, 45 min | Potency, µM (highest dose often 76.8 µM), inactives show at the highest dose activity, negative = inhibition, most hits filed as inhibitors | hit rate 0.12% among 410,000 | AID 624173; further: potency means the concentration at half of the fitted maximal effect; nearly all actives have a fitted effect of over 50% in size
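Screened from lowest to highest concentration, compounds were pinned into TbPYK/substrate mixtures, and ADP (130 uM final) was added. Plates sat at room temperature for 45 min prior to Kinase-Glo Plus detection by luminescence.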
HCMV inh – human cytomegalovirus inhibition; activity change, negative = inhibition, % at 57.5 µM; AID 1259415; hit rate 4.5% among 410,000; HFF cells, HCMV-luciferase reporter, 72 h; stronger effect = lower value; in the data active means activity change below about -60%; inconclusive means no clear call, values can overlap the other calls; inactive means above about -39%
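Luciferase read-out from HCMV-luciferase-infected HFFs (MOI 1 PFU/cell) 72 h post infection at 37C; compounds added after 16 h cell attachment; activity normalized between buffer-only basal and Salinomycin (10uM) inhibitor controls.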
Starred values were filed as active, the others as inactive; ? = inconclusive; / = not tested or not shown; [ ] = remark or other dose. Unless noted, the call rests on the fitted dose curve; in most records, active means well fitted curve in the direction sought with a large enough effect; inconclusive means small, poorly fitted or top-dose-only effect, or another doubt; inactive means no such curve, though single readings can be large; an effect the other way counts as inactive or inconclusive. Unless noted, on the % scale 0 is the no-effect control and ±100 the full control effect. No enrichment for hits; about 7.4% have a hit in one of these screens.

Letters – A = LmPK inh; B = AmpC no deterg; C = AMA1-RON2 inh; D = Sm TGR inh; E = AmpC detergent; F = TbPYK inhibitor; G = HCMV inh
1) COc1ccc(CCNC(=O)C/C(C)=N/NC(=O)c2ccc(Cl)cc2Cl)cc1OC
  A: -1%; B: 35%; C: 120%[activator]; D: -1%; E: 2%; F: -8%; G: 2

2) C[C@@H]1CN([C@@H](C)CO)C(=O)CCCn2nncc2CO[C@@H]1CN(C)S(=O)(=O)c1ccc(Oc2ccccc2)nc1
  A: /; B: /; C: -5%; D: /; E: /; F: 0%; G: -6

3) c1ccc(COc2cccc(-c3cc4nc(NCCc5ccncc5)ccn4n3)c2)cc1
  A: /; B: /; C: -3%; D: /; E: /; F: 9%; G: 9

4) C/C(=N\NC(=O)c1c[nH]c2ccccc12)c1ccco1
  A: -17%; B: -32%; C: 6%; D: 2%; E: 0%; F: 1%; G: 238

5) Cc1ccc(C)c(S(=O)(=O)c2nnn3c2nc(Nc2ccc(F)c(Cl)c2)c2sccc23)c1
  A: /; B: /; C: /; D: 10%; E: 19%; F: -7%; G: -21

6) CCOC(=O)c1c(C)[nH]c(C)c1C(=O)CSc1nc2ccccc2c(=O)n1-c1ccc(CC)cc1
  A: -1%; B: -20%; C: 13%[2.32 µM]; D: 2%; E: 1%; F: -3%; G: ?

7) Cc1cc(=O)oc2cc(OCCc3ccccc3)ccc12
  A: -1%; B: 2%; C: 20%; D: -9%; E: -5%; F: 2%; G: 20

8) CC(=O)Nc1ccc(NC(=O)C(C)OC(=O)C2CC3C=CC2C3)cc1 (stereo unspecified)
  A: 1%; B: -15%; C: 10%; D: -25%; E: 1%; F: -7%; G: 10

9) CSc1cccc(NC(=O)c2ccc(CN3CCc4ccccc4C3)cc2)c1
  A: 3%; B: -45%; C: -10%; D: -9%; E: -8%; F: 5%; G: -61*

10) C=CCN(CC=C)S(=O)(=O)c1ncn[nH]1
  A: -9%; B: -1%; C: -12%; D: 0%; E: 4%; F: -4%; G: 4

11) CC1=NN(C(=O)c2ccc(C)cc2)C(O)(C(F)(F)OC(F)(F)F)C1 (stereo unspecified)
  A: 3%; B: -17%; C: 93%[activator]; D: 34%; E: -10%; F: 3%; G: 3

12) COc1cccc(/C=N/NC(=O)c2c(C)nc3ccc(Cl)cn23)c1OC
  A: -3%; B: 23%; C: 10%; D: 5%; E: 1%; F: 0%; G: 47

13) CCOc1ccccc1CNC(=O)CCc1c(C)nn(-c2ccc(N3CCOCC3)nn2)c1C
  A: /; B: /; C: /; D: -6%; E: 2%; F: -2%; G: 8

14) COC(=O)[C@@H](NCc1ccc(B(O)O)cc1)C(C)C
  A: /; B: /; C: 3%; D: /; E: /; F: 0%; G: -1

15) COc1ccc(-c2csc3ncnc(N4CCN(C(=O)c5ccco5)CC4)c23)cc1
  A: /; B: 72%[activator]; C: 0%; D: -18%; E: ?; F: 5%; G: -1

16) O=C1NC[C@H](CCCCN2CCN(Cc3ccccc3)C(=O)C2=O)N(CCc2ccccc2)C1=O
  A: /; B: /; C: 6%; D: /; E: /; F: -1%; G: -35

17) COc1cccc(/C=N/n2c(COc3ccccc3)n[nH]c2=S)c1O
  A: -6%; B: -42%; C: 90%[activator]; D: 6%; E: 1%; F: ?; G: 7

18) NC(=O)CSc1nnc(-c2cccs2)n1-c1ccccc1
  A: 0%; B: -26%; C: 22%; D: -1%; E: -13%; F: -3%; G: 38

19) COc1ccc(-c2cc3nc(NCc4ccc(N(C)C)cc4)n(C)c(=O)c3s2)cc1OC
  A: /; B: /; C: ?; D: /; E: /; F: 0%; G: ?

20) N#Cc1c(NC(=O)CSc2nc(N)cc(=O)[nH]2)sc2c1CCCC2
  A: 5%; B: -35%; C: -4%; D: 8%; E: -4%; F: -1%; G: -21

21) O=C(c1ccco1)n1nc(-c2cccnc2)nc1NCc1ccco1
  A: -2%; B: -14%; C: 2%; D: 4%; E: 2%; F: 4%; G: 61

22) Cc1cc(NC(=O)COC(=O)C2CCN(S(=O)(=O)c3ccc(Cl)cc3)CC2)no1
  A: 3%; B: -18%; C: -1%; D: 6%; E: -3%; F: 0%; G: 70

23) COc1ccc(NC(=O)C2C3C=CC4(O3)C2C(=O)N(CCCN2CCCCC2)C4C(=O)NC2CCCC(C)C2C)cc1 (stereo unspecified)
  A: 6%; B: 41%[activator]; C: 13%; D: -15%; E: -3%; F: 1%; G: 29

24) NC(=O)C1(N2CCCCC2)CCN(C(=S)Nc2ccc(F)c(Cl)c2)CC1
  A: 1%; B: -1%; C: 7%; D: 2%; E: -9%; F: -2%; G: -4

25) Nc1nc(Cl)cc(Oc2ccccc2F)n1
  A: 1%; B: -4%; C: 20%; D: -16%; E: 8%; F: 1%; G: -9

Record cards, from the list above.
CSc1cccc(NC(=O)c2ccc(CN3CCc4ccccc4C3)cc2)c1 as listed: LmPK inh = 3%; AmpC no deterg = -45%; AMA1-RON2 inh = -10%; Sm TGR inh = -9%; AmpC detergent = -8%; TbPYK inhibitor = 5%; HCMV inh = -61*
Nc1nc(Cl)cc(Oc2ccccc2F)n1 as listed: LmPK inh = 1%; AmpC no deterg = -4%; AMA1-RON2 inh = 20%; Sm TGR inh = -16%; AmpC detergent = 8%; TbPYK inhibitor = 1%; HCMV inh = -9

Gathered by group: the entries above with an aryl thioether with sulfur outside any ring (four)
Letters – A = LmPK inh; B = AmpC no deterg; C = AMA1-RON2 inh; D = Sm TGR inh; E = AmpC detergent; F = TbPYK inhibitor; G = HCMV inh
6) CCOC(=O)c1c(C)[nH]c(C)c1C(=O)CSc1nc2ccccc2c(=O)n1-c1ccc(CC)cc1
  A: -1%; B: -20%; C: 13%[2.32 µM]; D: 2%; E: 1%; F: -3%; G: ?

9) CSc1cccc(NC(=O)c2ccc(CN3CCc4ccccc4C3)cc2)c1
  A: 3%; B: -45%; C: -10%; D: -9%; E: -8%; F: 5%; G: -61*

18) NC(=O)CSc1nnc(-c2cccs2)n1-c1ccccc1
  A: 0%; B: -26%; C: 22%; D: -1%; E: -13%; F: -3%; G: 38

20) N#Cc1c(NC(=O)CSc2nc(N)cc(=O)[nH]2)sc2c1CCCC2
  A: 5%; B: -35%; C: -4%; D: 8%; E: -4%; F: -1%; G: -21

Next results follow.
Letters – A = LmPK inh; B = AmpC no deterg; C = AMA1-RON2 inh; D = Sm TGR inh; E = AmpC detergent; F = TbPYK inhibitor; G = HCMV inh
26) CC(=O)Nc1cccc(-c2ccnc3c2CC(C)(C(=O)Nc2cccc(NS(C)(=O)=O)c2)O3)c1 (stereo unspecified)
  A: /; B: /; C: -13%; D: /; E: /; F: -3%; G: 26

27) COc1ccc(CCNC(=O)C2CCC(=O)N(CCc3ccc(OC)cc3)C2)cc1 (stereo unspecified)
  A: -8%; B: 44%; C: -3%; D: 1%; E: -3%; F: 3%; G: -31

28) Nc1ccc2c(C(F)(F)F)cc(=O)oc2c1
  A: -1%; B: -22%; C: -1%; D: 13%; E: 8%; F: 5%; G: 59

29) Cc1nn(-c2ccccc2)c(C)c1/C=N/n1c(-c2ccccc2Br)n[nH]c1=S
  A: 13µM*; B: -59%; C: 57%[activator]; D: 7%; E: 2%; F: ?; G: -19

30) O=C(COC(=O)C1CCN(c2ccc(C(F)(F)F)cn2)CC1)c1ccc(F)cc1
  A: /; B: -28%; C: 15%; D: 1%; E: -13%; F: 0%; G: 4

31) CC1CCCCC1NC(=O)C1CCN(S(=O)(=O)N2CCOCC2)CC1 (stereo unspecified)
  A: -4%; B: -7%; C: -1%; D: 2%; E: -2%; F: -4%; G: -10

32) CCOC(=O)N1CCN(Cc2nc3c(c(=O)n(C)c(=O)n3C)n2Cc2cc(C)ccc2C)CC1
  A: 13%; B: 36%; C: /; D: 6%[11.4 µM]; E: -1%; F: /; G: /

33) C=CCNC(=O)C1CCN(S(=O)(=O)c2ccccc2)CC1
  A: -2%; B: -12%; C: 2%; D: 2%; E: -12%; F: -4%; G: -33

34) CC(C)(C)c1ccc(C(=O)Nc2ccccc2C(=O)NCCN2CCOCC2)cc1
  A: 13%; B: 151%[activator]; C: 10%; D: -2%; E: ?; F: 13%; G: 34

35) O=C(c1ccco1)N1CCN(Cc2cccc([N+](=O)[O-])c2)CC1
  A: -2%; B: -30%; C: ?; D: 7%; E: -11%; F: 7%; G: -23

36) CN(CC(=O)NCc1ccncc1)S(=O)(=O)c1ccc2ccccc2c1
  A: 1%; B: 2%; C: 7%; D: /; E: 5%; F: 3%; G: 3

37) FC(F)(F)c1cccc(Cc2noc(CN3C[C@@H]4CCC[C@H]3C4)n2)c1
  A: 8%; B: 36%; C: -29%; D: -10%; E: 10%; F: -5%; G: -35

38) CC(C)(C)OC(=O)CN1C(=O)NC(Cc2c[nH]c3ccccc23)C1=O (stereo unspecified)
  A: -4%; B: -6%; C: 0%; D: 0%; E: -13%; F: ?; G: 28

39) c1ccc(CN(CCN2CCOCC2)Cc2ccccc2)cc1
  A: /; B: /; C: 12%; D: /; E: /; F: -4%; G: -7

40) CC(=C/c1ccccc1)/C=N/n1c(-c2ccco2)n[nH]c1=S
  A: -21%; B: -10%; C: 48%[activator]; D: 9%; E: -7%; F: /; G: -24

41) Cc1cc(C)cc(NC(=O)C(NCC2CCCO2)c2ccccc2)c1 (stereo unspecified)
  A: -3%; B: 73%[activator]; C: -7%[11.6 µM]; D: -3%; E: -1%; F: 30%; G: -24

42) Cc1ccc(N2C(=O)CC2(C#N)c2ccc(OCc3ccccc3)cc2)cc1 (stereo unspecified)
  A: 2%; B: -11%; C: 1%; D: 5%; E: -4%; F: 3%; G: 38

43) COc1ccc(C(O)c2ncc(-c3cccc(C(F)(F)F)c3)[nH]2)cc1 (stereo unspecified)
  A: /; B: /; C: -14%; D: /; E: /; F: 1%; G: -15

44) Nc1nc(Cl)cc(=O)n1Cc1ccc(Cl)cc1
  A: /; B: /; C: -6%; D: /; E: /; F: 0%; G: 49

45) CCOc1ccc(NC(=O)C(=O)NCC(c2cccnc2)N2CCc3ccccc32)cc1 (stereo unspecified)
  A: /; B: /; C: /; D: 1%; E: -3%; F: -9%; G: -66*

46) CCOc1ccc(C2Oc3nc(SC)nnc3-c3ccccc3N2C(C)=O)cc1OC (stereo unspecified)
  A: 2%; B: -5%; C: 0%; D: -9%; E: ?; F: -15%; G: 17

47) CC(C[N+](C)(C)C)OC(=O)C1(c2ccccc2)CCCC1 (stereo unspecified)
  A: -1%; B: 4%; C: -1%; D: -8%; E: 2%; F: -2%; G: -12

48) O=C(COC(=O)COc1ccc(Nc2ccccc2)cc1)NCc1ccco1
  A: 4%; B: -44%; C: -2%; D: -34%; E: 1%; F: 5%; G: -13

Source: PubChem
